# Screening data as filed in PubChem.
# Pemphigus Ab inh: human desmoglein-3 autoantibody binding inhibition; DSG3-coupled beads, scFv-anti-DSG3-GFP binding, flow cytometry; hits give low values; P32926; 0.48% of 310,000 active; binding (percent of control), % at 10 µM;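 active = binding more than 3 SD below its plate's average and above zero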;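 note: hits lower antibody fragment binding to DSG3; some compounds called inactive have numbers as strong as hits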
# Target sequence (P32926 whole entry, looked up, the tested form may be a part): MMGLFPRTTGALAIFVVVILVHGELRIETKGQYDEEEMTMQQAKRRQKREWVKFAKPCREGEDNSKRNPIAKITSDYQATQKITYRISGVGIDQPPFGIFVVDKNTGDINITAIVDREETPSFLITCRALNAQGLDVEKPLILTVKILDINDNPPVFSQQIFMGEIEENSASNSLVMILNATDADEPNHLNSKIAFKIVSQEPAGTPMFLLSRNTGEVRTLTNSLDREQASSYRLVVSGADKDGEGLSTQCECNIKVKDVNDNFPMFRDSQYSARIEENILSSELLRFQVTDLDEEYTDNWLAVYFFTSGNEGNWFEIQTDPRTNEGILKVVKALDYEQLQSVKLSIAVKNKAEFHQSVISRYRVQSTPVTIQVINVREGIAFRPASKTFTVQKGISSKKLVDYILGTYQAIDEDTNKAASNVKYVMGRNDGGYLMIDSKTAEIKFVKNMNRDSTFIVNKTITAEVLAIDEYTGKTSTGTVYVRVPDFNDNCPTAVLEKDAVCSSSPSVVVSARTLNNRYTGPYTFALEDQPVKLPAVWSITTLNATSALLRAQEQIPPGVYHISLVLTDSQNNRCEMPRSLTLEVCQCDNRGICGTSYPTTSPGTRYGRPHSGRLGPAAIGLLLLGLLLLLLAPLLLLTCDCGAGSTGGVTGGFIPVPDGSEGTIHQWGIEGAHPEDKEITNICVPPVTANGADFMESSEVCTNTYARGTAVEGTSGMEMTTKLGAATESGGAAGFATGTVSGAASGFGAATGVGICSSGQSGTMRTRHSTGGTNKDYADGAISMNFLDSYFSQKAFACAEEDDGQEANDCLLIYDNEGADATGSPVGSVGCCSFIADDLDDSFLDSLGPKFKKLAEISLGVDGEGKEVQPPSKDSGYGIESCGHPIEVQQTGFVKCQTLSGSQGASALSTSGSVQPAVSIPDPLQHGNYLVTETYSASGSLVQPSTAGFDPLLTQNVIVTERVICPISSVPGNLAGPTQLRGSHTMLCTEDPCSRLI
# DAGLB inhibitor: diacylglycerol lipase beta (human) inhibition. Q8NCG7. HEK293T DAGLB membrane lysate, EnzChek fluorogenic substrate. inhibition, % at 5.17 µM. 0.059% of 340,000 active. AID 504411; in the data active = inhibition above about 34%;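 note: 0% = enzyme with vehicle and 100% = wells lacking enzyme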
# PKA-R2B act: activates the human PKA-R2B holoenzyme complex | PKA-R2B holoenzyme dissociation, Cy5-IP20 fluorescence polarization; R2B truncated from residue 108, S112A mutant; 0% DMSO only, 100% 113 µM cGMP | 0.079% of 340,000 active | AID 504700 | activation, % at 11.4 µM | P22694+P31323;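 active = activation above a cutoff set at the mean over all compounds plus 3 SD, cut at about 18% in these data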;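 note: higher means more holoenzyme dissociation and a rise in polarization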
# OPRM1-OPRD1 ag: agonists of human mu-delta opioid receptor heterodimerization | cells, OPRM1-OPRD1 heterodimerization, luminescence | P35372+P41143 | AID 504326 | activation, % at 9.3 µM | 0.3% of 340,000 active; in the data active = activation above about 18%;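 note: 0% = vehicle-treated cells and 100% = reference agonist; values of inactives mirror those of a sister screen read the other way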
# V-ATPase pHluor: alters yeast V-ATPase proton transport; response, % at 10 µM; S. cerevisiae, pHLuorin cytosolic pH fluorescence; 0.37% of 350,000 active; in the data active = response mostly above about 7.3%, no sharp cut-off; inactive = mostly below about 5.4%; note: actives read high; inactives centre near 0; some compounds called inactive have numbers as strong as hits; reference of the scale not given here
# HTR5A inv ctr: HTR5A inverse agonism, opioid heterodimer counter-screen. P47898. HTR5A cell line, luminescence. inhibition, % at 9.3 µM. 0.083% of 340,000 active; in the data active = inhibition mostly above about 23%, no sharp cut-off; inactive = mostly below about 18%;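 note: 0% = cells with DMSO and 100% = no-cell wells with DMSO; some compounds called inactive have numbers as strong as hits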
# OPRM1-OPRD1 inv: inverse agonists of human mu-delta opioid receptor heterodimerization. cell-based MOR-DOR heterodimer luminescence, inverse agonism. inhibition, % at 9.3 µM. 0.21% of 340,000 active. P35372+P41143; in the data active = inhibition above about 22%, passing the limit was not always enough;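 note: 0% = cells with DMSO and 100% = wells without cells with DMSO; values of inactives mirror those of a sister screen read the other way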
# Arrestin-AP2 inh: blocks beta-arrestin peptide binding to AP2 adaptin | 0.31% of 340,000 active | AID 504490 | FITC-arrestin peptide / GST-AP2 beads, flow cytometry; AP2 beta2 appendage carries R879A mutation | inhibition, % at 10 µM;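 active = inhibition above a set limit, near 3 SD of compounds lacking own fluorescence, cut at about 54% in these data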;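 note: plate controls were DMSO wells for no effect and 5 µM unlabelled arrestin peptide for full effect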
#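 System: GST-AP2 R879A glutathione beads; medium: PBS, Tween 20 0.05%, BSA 0.1%; reagent: fluorescein-tagged arrestin peptide at 50 nM final; schedule: pre-incubation 12 min, peptide binding 1 h, room temperature; detection: flow cytometry, FL1 (488/535 nm); read-out: inhibition as reduced fluorescein signal on beads, percent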
# HTR5A ag ctr: activates human HTR5A in OPRM1-OPRD1 agonist counter-screen; P47898; HTR5A agonist assay, luminescence, cell-based; activation, % at 9.3 µM; 0.61% of 340,000 active; AID 504692; in the data active = activation mostly above about 9.5%, no sharp cut-off; inactive = mostly below about 7.6%;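 note: 0% = cells with vehicle only and 100% = reference agonist; strong numbers were not always called active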
# PKA-R1A act: activates the PKA-R1A holoenzyme complex. activation, % at 11.4 µM. PKA-R1A dissociation, Cy5-IP20 fluorescence polarization; scaled: DMSO 0%, 113 µM cGMP 100%. 0.083% of 340,000 active. P00514+P68181;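 active = percent activation above the mean of all tested compounds plus 3 SD, cut at about 19% in these data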;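 note: higher means more PKAc released from R1A so a rise in polarization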
# An asterisk follows results filed as active; . = not tested or not shown.
SMILES,Pemphigus Ab inh,DAGLB inhibitor,PKA-R2B act,OPRM1-OPRD1 ag,V-ATPase pHluor,HTR5A inv ctr,OPRM1-OPRD1 inv,Arrestin-AP2 inh,HTR5A ag ctr,PKA-R1A act
O=C(Nc1cccc(F)c1)Nc1ccnn1C1CCN(C(=O)c2cscn2)CC1,113,-4,-12,-6.0,0,3,20,-5,-1,-10
CC1CCC(NC(=O)c2ccc3snnc3c2)CC1 (stereo unspecified),134,-4,-9,-3.0,-2,7,15,23,-2,-17
O=C(NC1CCCCCC1)c1ccccc1-c1ccccc1,97,-7,-8,1.4,5,-17,-8,2,-4,5
COC(=O)C1(CCSC)NC(c2ccc(O)cc2)C2C(=O)N(c3ccc(F)cc3)C(=O)C21 (stereo unspecified),98,0,-7,-2.0,-2,-11,10,-14,1,9
O=C(NCCC(=O)N1CCN(S(=O)(=O)c2ccccc2F)CC1)Nc1ccccc1,86,0,11,-0.3,3,0,1,2,0,1
COCCn1c(SCC(=O)NCCc2ccc(OC)c(OC)c2)nc2c([nH]c3ccccc32)c1=O,78,1,5,-0.7,5,0,3,11,0,-4
Cn1c(CCNC(=O)c2ccc(F)cc2)nc2ccccc21,103,4,0,-2.8,-4,14,16,-3,0,4
COc1ccccc1N(CC(=O)N1CCc2ccccc2C1)S(C)(=O)=O,104,1,5,-3.4,1,-1,17,5,0,-11
N#Cc1ccsc1NC(=O)c1ccc(Cl)c([N+](=O)[O-])c1,96,6,4,2.5,1,-32,-13,14,1,-10
COc1ccc(CCN2C(=O)CN(Cc3ccccc3)CC2=O)cc1OC,87,-1,-7,-1.7,0,-11,9,-3,8,7
Nc1nc(=S)c2[nH]cnc2[nH]1,108,-1,-3,-1.2,3,-17,7,-9,3,4
CCC(=O)N1CCCc2ccccc21,.,-2,0,-1.7,-3,10,8,12,2,2
COC(=O)COc1ccc(-c2ccc(F)cc2)cc1C=O,81,-6,-5,-4.1,6.2*,-5,22,8,2,9
CC(C)(C)OC(=O)N1CCC[C@H]1C(=O)NCc1ccc(Cl)cc1Cl,100,-1,3,0.5,1,-9,-2,-22,-6,-3
CC12CCC(C/C1=N/NC(=O)COc1ccccc1Cl)C2(C)C (stereo unspecified),97,-1,7,-2.0,-1,7,10,-33,-3,6
C=CCn1c(SCc2ccccc2C#N)nnc1-c1ccccc1O,101,0,1,-1.0,-4,9,5,16,-4,4
Cc1ccccc1C(=O)NC1CCN(Cc2nnnn2Cc2ccc(F)cc2)CC1,.,-1,3,-1.7,0,-1,9,10,-4,4
Cc1cc2nnc(SCC(=O)N3CCCCC3)n2c(N)n1,96,-1,-2,-2.3,2,-2,11,7,1,14
Cn1c(SCC(=O)Nc2ccc(NC(=O)c3cccc(F)c3)cc2)nnc1-c1ccncc1,99,-4,-8,-2.3,-3,5,12,17,0,-6
COc1ccc(/C=C(\C#N)C(=O)Nc2cc(S(=O)(=O)N3CCOCC3)ccc2N2CCCC2)cc1,86,3,-1,1.4,-4,-12,-10,-3,5,2
Cc1cc(C)c[n+](-c2[nH]c(=O)sc2/C=N/N=C(\N)[S-])c1,97,2,-7,-2.6,-1,13,14,32,-3,-17
COc1ccc(NC(=O)c2ccc(NC3CC(=O)N(c4ccc(C)cc4C)C3=O)cc2)cc1 (stereo unspecified),88,-1,7,4.7,0,3,-25,4,5,10
Cc1cc(=O)oc2c3c(cc(OCC(=O)NCc4ccco4)c12)OC(C)(C)CC3,97,-2,-4,-2.6,5,-59,14,2,-8,-16
CCCCN(CCCC)S(=O)(=O)c1ccc(NC(=O)c2ccc([N+](=O)[O-])cc2Cl)cc1,96,-8,-13,7.4,3,11,-39,12,8,-2

# An excerpt from above in order of the OPRM1-OPRD1 ag value, lowest first.
SMILES,OPRM1-OPRD1 ag
CC12CCC(C/C1=N/NC(=O)COc1ccccc1Cl)C2(C)C (stereo unspecified),-2.0
Cc1ccccc1C(=O)NC1CCN(Cc2nnnn2Cc2ccc(F)cc2)CC1,-1.7
COc1ccc(NC(=O)c2ccc(NC3CC(=O)N(c4ccc(C)cc4C)C3=O)cc2)cc1 (stereo unspecified),4.7

# Going on with the list:
SMILES,Pemphigus Ab inh,DAGLB inhibitor,PKA-R2B act,OPRM1-OPRD1 ag,V-ATPase pHluor,HTR5A inv ctr,OPRM1-OPRD1 inv,Arrestin-AP2 inh,HTR5A ag ctr,PKA-R1A act
CCOC(CNC(=O)Cc1c(C)nc2c(-c3ccccc3)c(C)nn2c1C)OCC,82,0,4,-2.3,-1,-1,12,4,-2,2
COc1ccc(Br)cc1C(=O)Nc1ccccc1-c1ccccc1,128,-17,2,0.3,1,-15,-2,6,-2,-14
O=C(CN1CCCCCC1)NCCc1ccc(F)cc1,105,2,-3,-3.0,-3,5,17,6,-3,-10
Cc1ccc(C)n1-c1ccccc1N1CCCCC1,97,0,3,-1.6,-2,-6,8,6,2,-5
O=C(Nc1cccc(S(=O)(=O)NCc2ccco2)c1)c1cc(-c2ccc(F)cc2)nc2ccccc12,100,-1,-4,4.5,0,10,-23,6,-4,4
Cc1ccc(-c2nc3ccsc3c(=O)[nH]2)cc1,102,-4,-14,-2.0,0,-3,10,6,-3,-1
CC(C)(CO)CNC(=O)c1ccc2nc(Cc3cccc(Cl)c3)oc2c1,109,-1,-14,-0.4,2,43,2,10,1,-10
CC[C@]12c3[nH]c4cc(CCC(=O)N(C)C)ccc4c3CCN1C(=O)[C@@H](CC(=O)NCC13CC4CC(CC(C4)C1)C3)C[C@@H]2C(=O)N1CCN(C(=O)C2CC2)CC1,101,1,-8,-1.4,-3,-11,7,17,3,-1
N#CC(=C(O)COC(=O)Cc1c[nH]c2ccccc12)c1nc2ccccc2[nH]1,.,3,1,-1.3,-1,4,6,-3,-1,-6
CC1CC(C)CN(C(=O)C2CCN(S(=O)(=O)c3ccc4c(c3)CC(C)N4C(=O)C3CC3)CC2)C1 (stereo unspecified),94,-3,12,1.1,-1,4,-6,10,0,-4
NC1=NC(=O)/C(=C/c2ccc(Br)cc2)S1,101,1,5,-2.6,-1,0,12,-1,0,-9
O=C1NC(c2ccccc2)Nc2c1sc(=S)n2-c1ccccc1 (stereo unspecified),107,8,-1,-1.9,-1,-2,11,-14,1,7
O=C(NCC(c1ccco1)N1CCCC1)c1cc(S(=O)(=O)N2CCCCC2)ccc1Cl (stereo unspecified),.,-3,4,-2.8,-1,3,11,31,-4,4
Cc1cccc(OCC(=O)Nc2cc(C)on2)c1,116,-1,11,-1.3,4,-4,8,8,2,6
CCCc1ccc(-c2cc(C(=O)N3CCN(c4ccccn4)CC3)c3ccccc3n2)cc1,107,-5,-7,-3.5,-2,7,12,27,0,1
CC(CCOC1=NS(=O)(=O)c2ccccc21)NC(=O)C(=O)Nc1ccccc1 (stereo unspecified),97,1,-13,-1.7,-2,-5,9,-12,2,-13
O=C1NC(=O)C(Cc2ccc(O)cc2)N1 (stereo unspecified),105,-2,-6,0.4,-4,-25,-2,-1,4,6
Cc1cccc(NC(=O)CCNS(=O)(=O)c2cccc3nonc23)c1C,100,-2,-14,0.3,-1,-19,-2,9,-11,10
Fc1ccc(C(CCCn2nnc(-c3cccnc3)n2)c2ccc(F)cc2)cc1,108,-6,-3,0.2,3,-31,-1,7,12,4
CC1=C(C(=O)OCc2ccccc2)C(c2ccc(C(C)(C)C)cc2)NC(=O)N1CCCCCC(=O)O (stereo unspecified),97,7,-3,-1.3,-6,9,6,0,-3,-4
CCN(CC)c1ccc(/C=N/N(c2ccccc2)c2ccccc2)c(O)c1,100,-6,-1,-1.4,-1,-9,8,-1,4,-3
Cc1c(C#N)c(SCC(N)=O)nc2c1CCCC2,.,-3,-9,-1.0,5,5,4,-2,-2,1
Cc1cccc(Cc2cnc(N3C(=N)SC(C)C3=O)s2)c1 (stereo unspecified),97,6,-8,-4.5,-1,9,21,19,-3,1
Cc1cc(Br)cc(Cl)c1OCC(=O)NC(=O)NCc1ccccc1,87,-3,-2,6.8,4,-19,-43,3,2,-1
CC1(C(=O)NC2CCCCCCC2)CCC(=O)N1Cc1cccnc1 (stereo unspecified),88,0,-4,-0.6,-1,-5,3,6,4,10
O=C(Cc1ccc2c(c1)OCCO2)N1CCN(S(=O)(=O)c2ccccc2C(F)(F)F)CC1,83,-3,-6,-2.2,12*,-14,11,-2,-2,4
Cn1c(=O)[nH]c(=O)c2c1nc(SCCO)n2CCCc1ccccc1,125,0,-6,-1.8,-2,-1,9,5,0,12
N#CC1(NC(=O)COc2ccccc2[N+](=O)[O-])CCCCC1,91,1,-5,-1.6,-1,7,10,-10,-4,0
Cc1ccccc1N1CC(C(=O)Nc2ccc(S(=O)(=O)NCC3CCCO3)cc2)CC1=O (stereo unspecified),100,2,-9,-0.2,0,20,1,-4,2,-7
CN1c2ccccc2N(C)C1(C)c1cccc2ccccc12,.,5,0,6.6,3,7,-32,27,0,-1
Cc1ccc(NS(=O)(=O)c2cccs2)c(C)c1,107,1,-1,-0.3,-2,8,2,6,5,-1
Cc1cc(C)cc(NC(=O)CSc2nc(=O)n(CCN3CCOCC3)c3c2CCCC3)c1,104,2,-1,-0.2,0,13,1,-6,6,-6
CSc1ccc(CCNC(=O)c2cc(C)nn2-c2ccccc2)cc1,95,-1,-10,-1.0,-1,-5,5,11,-1,-1
Cc1cc(N(CC(=O)O)S(C)(=O)=O)ccc1Br,95,0,2,-2.5,1,-2,14,14,1,-5
COc1cc(/C=C/C(=O)NCCn2c(C)cc3ccccc32)cc(OC)c1OC,84,2,-1,-1.3,-1,-12,7,7,2,4
CC(C)(C)c1cc(-c2ccccc2)no1,112,-2,-12,-2.7,-1,7,13,42,3,-4
CC(C)c1cccc(-c2ccc3c(c2)S(=O)(=O)c2cccc(C(=O)NCc4ccco4)c2C3=O)c1,84,2,-2,4.3,7,-19,-20,-1,4,-15
CCOC(=O)c1ccccc1NC(=O)c1cc(S(=O)(=O)N2CCOCC2)ccc1F,107,-6,-3,-3.7,-1,-19,15,-2,0,-11
O=C(CO/N=C/c1ccc(Cl)cc1Cl)NNC(=O)c1cccc(Cl)c1,112,-7,-7,-0.5,-4,-7,3,38,-1,-2
CC(=O)c1cccc(NC(=O)CCn2c(=S)oc3ccccc32)c1,96,1,-11,-1.8,-1,-8,10,20,2,-2
Cc1cc(-c2ccc(C(C)C)c(S(=O)(=O)NCc3ccco3)c2)on1,98,-5,-10,-2.3,2,8,12,-13,-2,6
Cc1ccc(S(=O)(=O)N2CCC(C(=O)N[C@H](C(=O)N3CCN(C)CC3)C(C)C)CC2)cc1,94,-2,-8,-1.6,-2,-18,9,21,3,-6
CCOC(=O)c1c(C)n(C)c2ccc(O)c(CN(CC)CC)c12,.,1,5,-3.1,0,9,19,1,-3,5
O=C(NCc1ccc2c(c1)OCO2)C1CCCN(S(=O)(=O)c2cccs2)C1 (stereo unspecified),99,-2,-5,-1.1,0,-1,6,2,0,3
CCOC(=O)c1sc(NC(=O)Cc2ccc(C)cc2)nc1C,94,-12,1,-0.7,1,10,5,19,-1,-4
O=[N+]([O-])c1cccc(S(=O)(=O)N/N=C\c2ccc3c(c2)OCO3)c1,100,1,-4,-1.5,0,-7,10,-9,3,0
